Screening data as filed in PubChem BioAssay.
S100A4 MyoIIA: inhibitors of S100A4-myosin IIA peptide binding, primary screen, biochemical, fluorescence polarization, TAMRA-MyoIIA peptide. Protein S100-A4 (Homo sapiens), P26447. inhibition, % at 10.7 µM. hit rate 0.14% among 360,000. AID 652163, 2013;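 active = mean inhibition of at least 70% across replicates, with every replicate also reaching that level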
Target sequence (P26447 whole entry, looked up): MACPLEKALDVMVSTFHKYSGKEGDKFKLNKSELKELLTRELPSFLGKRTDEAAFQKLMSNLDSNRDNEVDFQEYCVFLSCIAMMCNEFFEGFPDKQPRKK
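Test system: S100A4 monomer protein. Medium: HEPES buffer with Ca2+, pH 7.2. Reagent: fluorescent myosin IIA peptide, 5 nM. Compound dosing: single-point compound testing. Timing: 5 min between mix addition and reading. Benchmarks: DMSO neutral and TFP positive wells.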
PglD DTNB: C. jejuni PglD acetyltransferase inhibitors, primary screen, biochemical, DTNB colorimetric, single point; UDP-N-acetylbacillosamine N-acetyltransferase PglD (Campylobacter jejuni); purified PglD enzyme, DTNB colorimetric CoA detection; inhibition, % at 12.5 µM; hit rate 0.098% among 360,000; in the data active = inhibition above about 16%, passing the limit was not always enough; note: strong numbers were not always called active
FN deposition inh: inhibitors of fibronectin matrix deposition, primary screen, AH1F cells, Alexa488-fibronectin fluorescence, plate reader; AH1F fibroblasts, overnight; inhibition, % at 12.6 µM; hit rate 0.086% among 350,000;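 active = mean inhibition across replicates of 30% or more, regardless of how many single replicates reach that level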;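 note: positive control wells lacked labelled fibronectin entirely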
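Material – AH1F fibroblast monolayer, labelled fibronectin deposition · Reagent – labelled fibronectin 24 nM · Timing – 1 h adhesion, overnight exposure · Measured by – fluorescence at 485 nm excitation, 525 nm emission · Read-out – inhibition of fibronectin deposition signal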
EWS-Fli block: EWS/Fli-driven NR0B1 reporter inhibitors, primary screen, A673 cells, NR0B1 luciferase, luminescence, MLPCN library; hit rate 0.67% among 350,000; inhibition, % at 12.6 µM; viability-normalised;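 active = mean inhibition of at least 50% after viability correction, with every replicate also passing that limit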;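 note: firefly luciferase signal divided by Alamar Blue viability fluorescence both relative to DMSO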
PAX8 reporter: inhibitors of PAX8-driven TPO luciferase reporter, primary screen, RMG-I cells, single concentration. SteadyGlo, 24 h. hit rate 1.2% among 360,000. AID 652154, 2013. inhibition, % at 12.6 µM;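 active = mean replicate inhibition at least 60% with every replicate also reaching 60%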;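 note: luciferase light reporting Pax8 driven TPO promoter activity; plate controls were median of neutral control wells for no effect and mitoxantrone controls for full effect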
LGR2 inh: inhibitors of bursicon-induced LGR2 CRE-luciferase signal, primary screen, cell-based, HEK293, CRE-luciferase reporter, bursicon stimulation. hit rate 0.35% among 380,000. AID 720647, 2013. Drosophila bursicon receptor LGR2 (rickets). bursicon-stimulated, 4 h. inhibition, % at 9.99 µM;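 active = drop in luminescence signal, shown as inhibition above about 50% in the replicate tests, limit read from the data, passing the limit was not always enough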;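 note: agonist challenge used bursicon conditioned medium at about half maximal strength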
PGC1a acetyl inh: inhibitors of PGC1a acetylation signal, primary screen, cell-based, U2OS, AlphaScreen, inhibitor mode. AlphaScreen anti-acetyl-lysine; with virally co-expressed GCN5 acetyltransferase. inhibition, % at 15.6 µM. hit rate 0.17% among 350,000;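 active = every replicate shows inhibition of at least 40%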;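 note: 0% = neutral control wells and 100% = positive control wells; some results beyond the cut were filed as inactive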
ERAP1 HTS inh: human ERAP1 aminopeptidase inhibitors, primary screen, biochemical, single point, plate reader; hit rate 0.15% among 340,000; inhibition, % at 10.7 µM; Endoplasmic reticulum aminopeptidase 1 (Homo sapiens), Q9NZ08; AID 652197, 2013; recombinant ERAP1, Leu-AMC fluorescence, 60 min;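 active = mean replicate inhibition of at least 30%, or all replicates individually reaching that 30% level; inactive = mean below 30% and not every replicate reaching it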;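 note: 0% = neutral control wells and 100% = L-leucinethiol positive control wells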
Target sequence (Q9NZ08 whole entry, looked up): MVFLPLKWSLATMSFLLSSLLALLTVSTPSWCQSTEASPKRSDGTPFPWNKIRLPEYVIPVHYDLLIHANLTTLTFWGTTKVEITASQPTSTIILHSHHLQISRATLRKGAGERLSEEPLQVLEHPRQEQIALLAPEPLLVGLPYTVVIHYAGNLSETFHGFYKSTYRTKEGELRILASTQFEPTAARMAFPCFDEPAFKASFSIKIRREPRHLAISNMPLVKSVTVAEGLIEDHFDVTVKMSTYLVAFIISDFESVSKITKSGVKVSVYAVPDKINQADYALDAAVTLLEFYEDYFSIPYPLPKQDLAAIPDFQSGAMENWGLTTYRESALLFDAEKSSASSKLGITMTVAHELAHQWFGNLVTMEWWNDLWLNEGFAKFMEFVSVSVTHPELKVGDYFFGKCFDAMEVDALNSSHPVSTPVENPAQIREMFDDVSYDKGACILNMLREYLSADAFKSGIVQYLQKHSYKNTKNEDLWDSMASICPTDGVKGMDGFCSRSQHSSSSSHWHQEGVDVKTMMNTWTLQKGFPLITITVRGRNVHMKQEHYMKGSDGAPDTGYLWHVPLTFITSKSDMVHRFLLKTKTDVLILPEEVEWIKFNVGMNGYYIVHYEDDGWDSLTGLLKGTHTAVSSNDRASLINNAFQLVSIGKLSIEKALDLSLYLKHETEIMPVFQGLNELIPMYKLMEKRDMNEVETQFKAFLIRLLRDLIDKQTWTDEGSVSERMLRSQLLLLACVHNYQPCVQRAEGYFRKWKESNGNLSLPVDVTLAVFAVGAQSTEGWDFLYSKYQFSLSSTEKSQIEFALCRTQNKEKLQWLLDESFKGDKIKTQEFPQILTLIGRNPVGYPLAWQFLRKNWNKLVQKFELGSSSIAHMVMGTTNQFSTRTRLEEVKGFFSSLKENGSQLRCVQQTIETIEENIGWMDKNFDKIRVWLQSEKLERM
An asterisk follows results filed as active; / = no result given.

Sample of the layout:
SMILES,S100A4 MyoIIA,PglD DTNB,FN deposition inh,EWS-Fli block,PAX8 reporter,LGR2 inh,PGC1a acetyl inh,ERAP1 HTS inh
Cc1ccc(S(=O)(=O)N[C@H]2C=C[C@H](CC(=O)NCc3ccc(Cl)c(Cl)c3)O[C@H]2CO)cc1,12.8,-1.0,-4.1,7.0,21.1,16.5,-2.7,-0.4
O=C(Nc1cc(C(F)(F)F)ccc1N1CCOCC1)C1Cc2ccccc2CN1C(=O)c1ccco1 (stereo unspecified),/,3.7,-8.3,/,-9.8,/,-10.7,/

This part in full, previewed entries included:
SMILES,S100A4 MyoIIA,PglD DTNB,FN deposition inh,EWS-Fli block,PAX8 reporter,LGR2 inh,PGC1a acetyl inh,ERAP1 HTS inh
Cc1ccc(S(=O)(=O)N[C@H]2C=C[C@H](CC(=O)NCc3ccc(Cl)c(Cl)c3)O[C@H]2CO)cc1,12.8,-1.0,-4.1,7.0,21.1,16.5,-2.7,-0.4
O=C(Nc1cc(C(F)(F)F)ccc1N1CCOCC1)C1Cc2ccccc2CN1C(=O)c1ccco1 (stereo unspecified),/,3.7,-8.3,/,-9.8,/,-10.7,/
Cc1ccc2nc(Cl)c3cc(C(=O)N(CCN(C)C)Cc4ccco4)sc3c2c1,-9.0,/,4.1,16.5,3.7,-21.4,-10.9,4.6
C[C@@H]1CN([C@H](C)CO)C(=O)c2cc(C#CCC3CCCC3)cnc2O[C@H]1CN(C)C(=O)CC1CC1,-4.6,0.0,/,0.0,1.4,5.1,-10.2,2.5
CC(=O)Cc1c(C(=O)O)c(C)nn1-c1ccccc1,-4.8,/,-3.4,-1.6,-15.1,-2.9,-5.2,-3.2
CCCC[n+]1ccn(-c2nc3ccccc3nc2[N-]S(=O)(=O)c2ccccc2)c1,-3.0,0.3,/,1.7,/,-7.7,-2.2,3.8
COc1cccc(Cn2cccc(NC(=O)Nc3ccccc3C)c2=O)c1,3.6,/,6.1,12.5,20.5,5.4,-5.5,3.6
O=C(C[C@H]1CC[C@@H]2[C@H](COC[C@H](O)CN2S(=O)(=O)c2ccc(F)cc2)O1)NCc1ccc(Cl)c(Cl)c1,-7.4,0.2,8.5,2.2,1.5,-11.7,4.0,0.0
O=C(CCn1c(=S)[nH]c2cc3c(cc2c1=O)OCO3)NCc1ccccc1Cl,-4.3,9.3,-5.9,/,-7.2,10.3,-3.8,-3.9
NC(=O)c1ccccc1NC(=O)c1ccoc1,-0.3,2.3,7.2,-9.3,-18.1,4.8,0.9,3.7
COc1ccc(S(=O)(=O)Nc2nnc(C(C)(C)C)s2)cc1,-4.2,-2.2,/,7.9,/,-8.5,2.0,12.2
COc1ccc(S(=O)(=O)Nc2ccc3c(c2)C(=O)N([C@H](C)CO)C[C@H](C)[C@@H](CN(C)C(=O)c2ccccc2)OCCCC[C@@H](C)O3)cc1,7.1,1.3,-5.4,-19.4,-17.7,-6.9,/,1.3
CCCN1[C@@H]2Cn3c(ccc(C4=CCCC4)c3=O)[C@H]1[C@@H](C(=O)NCc1ccccn1)[C@@H]2CO,2.1,4.2,/,3.3,-34.7,-6.3,/,-1.0
CN(CC(=O)Nc1ccc(F)c(F)c1)S(=O)(=O)c1cccs1,4.7,0.8,-10.8,-13.3,0.8,-3.4,-12.1,-0.3
Cc1ccc(S(=O)(=O)Nc2ccc3c(c2)C(=O)N([C@@H](C)CO)C[C@H](C)[C@@H](CN(C)Cc2ccncc2)OCCCC[C@H](C)O3)cc1,30.5,1.7,-8.7,4.8,12.0,-23.2,16.6,-7.5
CNC(=S)Nc1cc(C(F)(F)F)ccc1Cl,-1.5,/,-2.1,1.9,5.6,-2.4,/,-1.2
C[C@H]1CN([C@@H](C)CO)C(=O)Cc2cc(NC(=O)NC3CCCCC3)ccc2O[C@@H]1CN(C)S(=O)(=O)c1ccc(F)cc1,-1.8,-5.4,/,-3.9,-1.8,18.7,-7.9,-1.5
CCOCCCn1c(NN)nc2ccccc2c1=O,-12.3,/,3.6,6.5,2.1,6.6,-4.1,-1.2
Cc1noc(C)c1S(=O)(=O)N(CC(=O)NCc1ccccc1)c1ccc(C(C)C)cc1,-9.8,-4.1,-3.4,/,1.3,-12.1,-11.0,-4.1
Clc1ccc(COc2ccccc2CNCc2cccnc2)cc1,8.3,1.9,/,6.9,/,0.5,2.4,-0.6
O=C(C[C@H]1C(=O)N(Cc2cccnc2)C[C@@H]1Cc1ccccc1)Nc1ccccc1,-5.8,-2.5,0.6,-3.3,-11.8,-11.6,-3.8,2.1
COc1cc(/C=C(/C#N)c2ccccc2F)ccc1OCc1ccccc1,0.6,/,-1.7,-32.6,-28.8,/,/,2.0
Cc1ccc(S(=O)(=O)NCC(=O)OCC(=O)c2cccs2)cc1,/,0.4,1.7,/,-8.5,/,12.4,/
Cc1c(N=N/C(C(=O)Nc2ccccc2)=C(/O)c2ccccc2)c(=O)n(-c2ccccc2)n1C,-3.2,/,3.3,18.5,-3.4,4.3,16.6,0.6
COc1ccc(C)cc1C(=O)CCC(=O)Nc1ccccc1N1CCOCC1,/,-2.4,-2.0,/,13.6,/,-0.8,/
C[C@@H]1CN([C@H](C)CO)C(=O)c2cccc(NS(=O)(=O)c3cccs3)c2O[C@H]1CN(C)Cc1ccc(C(F)(F)F)cc1,11.0,3.2,/,4.5,13.4,-1.9,26.6,2.0
Cc1noc(C)c1COC(=O)c1cccnc1Cl,-4.3,2.7,6.9,2.3,9.7,17.1,5.3,3.8
O=C(NNC(=O)c1cccc2ccccc12)c1ccco1,/,1.9,0.1,/,7.1,/,-2.4,/
COc1cc(CNn2cn[nH]c2=S)cc(Cl)c1OCc1ccc(F)cc1,8.7,/,-13.3,9.6,25.4,-0.3,/,0.0
COc1cccc(CNC(=O)C[C@@H]2C=C[C@@H](NC(=O)C3CCC3)[C@@H](CO)O2)c1,-4.9,-3.0,/,0.5,-2.6,8.9,9.2,-0.1
CCN(CC(=O)Nc1ccc(S(=O)(=O)N2CCCC2)cc1)CC(=O)Nc1ccccc1C(F)(F)F,-9.3,4.5,2.3,19.4,23.5,-12.9,-4.2,1.9
CCc1ccccc1NC(=O)CN1CCN(CC(=O)NCc2ccc(Cl)cc2)CC1,-6.2,6.0,4.9,4.2,14.7,-28.4,-16.1,-5.4
COCC(=O)N1[C@H](C#N)[C@H](c2ccccc2-c2cccc(OC)c2)[C@@H]1CO,-4.1,/,-5.4,8.4,2.6,1.7,-4.3,-0.2
CCN(CC)S(=O)(=O)c1ccc(C(=O)NNC2=NS(=O)(=O)c3ccccc32)cc1,0.7,2.4,-6.9,4.3,26.0,12.9,-3.3,-0.4
CCn1c(SCC(=O)Nc2nccs2)nnc1-c1ccncc1,/,-0.5,-5.9,/,-24.3,/,1.8,/
C=CCNc1nc(Cl)nc(Nc2ccc(OC)cc2)n1,/,-1.7,8.6,/,/,6.9,-1.5,/
COc1ccc(S(=O)(=O)N(C)CC(=O)NCCN2CCOCC2)cc1C,-0.5,-16.0,13.4,-1.1,11.1,-4.3,/,-3.9
CCOC(=O)CN1C(=O)N[C@@H](c2cccc(F)c2)C(C(C)=O)=C1C,7.9,-1.6,6.0,-6.2,18.7,10.7,4.4,-2.1
Cc1cnc2cc(Cl)c(Cl)cc2n1,/,5.2,4.9,/,7.5,/,3.8,/
C[C@H](CO)N1C[C@H](C)[C@@H](CN(C)S(=O)(=O)c2ccc(F)cc2)Oc2cc(C3=CCCCC3)ccc2S1(=O)=O,8.4,0.8,/,34.1,/,25.2,-12.7,0.5
COc1ccc(NC(=O)N(C)C[C@H]2OCCCC[C@@H](C)Oc3ccc(NC(=O)NC4CCCCC4)cc3C(=O)N([C@H](C)CO)C[C@H]2C)cc1,12.9,6.8,-7.1,1.3,-26.9,2.8,5.8,-2.5
CC=Cc1ccc2n(c1=O)C[C@@H]1[C@@H](CO)[C@H](C(=O)NCC3CC3)[C@H]2N1Cc1cccnc1 (mixture of isomers),4.4,4.3,/,4.7,-14.5,12.1,/,0.4
CCS(=O)(=O)N[C@@H]1C=C[C@H](CC(=O)NC2Cc3ccccc3C2)O[C@H]1CO,16.8,2.3,7.6,-1.5,-3.9,-5.2,6.0,1.4
N#Cc1ccc(-c2ccc([C@@H]3[C@H]4CN(C(=O)Cc5ccccc5)CC(=O)N4[C@H]3CO)cc2)cc1,1.3,/,/,-0.7,27.5,-7.4,-5.0,2.0
CC(C)NC(=O)N(C)C[C@H]1Oc2ncc(C#CCc3ccccc3)cc2C(=O)N([C@@H](C)CO)C[C@H]1C,-4.2,-45.7,-6.6,-1.9,/,-12.5,/,8.9
Cc1ccccc1S(=O)(=O)NCC[C@@H]1CC[C@H](NC(=O)Nc2cccc(Cl)c2)[C@H](CO)O1,0.0,-1.2,-13.0,4.8,15.1,/,-0.8,-0.1
Cc1sc(NC(=O)C2CSC3(C)CCC(=O)N23)nc1-c1ccccc1 (stereo unspecified),-2.0,3.8,-3.7,-14.4,3.3,-2.5,5.4,2.0
COc1ccc(/C=N/Nc2ncnc3c2[nH]c2ccccc23)c(OC)c1OC,/,6.6,3.8,/,24.0,-5.7,16.0,/
C[C@H]1CN([C@@H](C)CO)S(=O)(=O)c2ccc(C3=CCCCC3)cc2O[C@H]1CN(C)C(=O)C1CCCCC1,49.4,1.4,/,23.1,/,26.3,23.4,4.6
COCCNC(=O)CN1C(=O)c2cccc3cccc1c23,-0.9,5.8,-1.5,13.7,3.8,3.8,1.4,4.2
COC(=O)C1=C(C)NC(=O)NC1c1ccc(OC)c(OC)c1 (stereo unspecified),2.0,8.1,-10.0,-1.7,-6.1,7.8,/,-1.2
CC1CCN(CC(=O)Nc2ccc(Br)cc2[N+](=O)[O-])CC1,-4.9,3.2,13.4,-13.5,-6.1,-30.6,-11.7,5.2
CC(=O)NC(Cc1ccc(F)c(F)c1)C(=O)NC1CCN(c2nnnn2-c2ccccc2)CC1 (stereo unspecified),4.9,/,2.7,3.3,-9.6,1.1,/,-2.6
CC(NS(=O)(=O)c1ccc(Br)cc1)C(=O)NCC1CCCO1 (stereo unspecified),-3.6,1.2,-14.3,-12.0,6.2,22.3,2.5,-1.3
COc1ccc(OC)c2sc(NC(=O)CCSc3ccccc3)nc12,-0.5,0.3,8.1,0.0,2.9,-6.9,/,2.3
COc1ccc(S(=O)(=O)N(C)C[C@H]2Oc3ncc(/C=C/c4ccccc4)cc3C(=O)N([C@@H](C)CO)C[C@H]2C)cc1,/,0.6,11.0,-2.0,-16.4,9.3,3.2,/
COc1ccc(C(=O)COC(=O)c2ccc3c(c2)NC(=O)CS3)c(OC)c1,0.6,3.8,/,-4.5,10.3,-19.2,-5.7,0.5
COc1ccc(C(C)C)cc1S(=O)(=O)Nc1ncn[nH]1,-0.4,-3.0,-4.7,-0.9,4.2,-6.1,/,-1.3
